PREPL inh: inhibits the human prolyl oligopeptidase-like enzyme | Q4J6C6 | recombinant PREPL, fluorescence polarization activity-based probe | inhibition, % at 5.96 µM | actives 0.68% (n = 320,000) | AID 2751; in the data active means inhibition above about 43%;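 further: 0% = enzyme with DMSO and 100% = wells lacking enzyme; many of its hits are not listed in these tables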
Target sequence (Q4J6C6 whole entry, looked up): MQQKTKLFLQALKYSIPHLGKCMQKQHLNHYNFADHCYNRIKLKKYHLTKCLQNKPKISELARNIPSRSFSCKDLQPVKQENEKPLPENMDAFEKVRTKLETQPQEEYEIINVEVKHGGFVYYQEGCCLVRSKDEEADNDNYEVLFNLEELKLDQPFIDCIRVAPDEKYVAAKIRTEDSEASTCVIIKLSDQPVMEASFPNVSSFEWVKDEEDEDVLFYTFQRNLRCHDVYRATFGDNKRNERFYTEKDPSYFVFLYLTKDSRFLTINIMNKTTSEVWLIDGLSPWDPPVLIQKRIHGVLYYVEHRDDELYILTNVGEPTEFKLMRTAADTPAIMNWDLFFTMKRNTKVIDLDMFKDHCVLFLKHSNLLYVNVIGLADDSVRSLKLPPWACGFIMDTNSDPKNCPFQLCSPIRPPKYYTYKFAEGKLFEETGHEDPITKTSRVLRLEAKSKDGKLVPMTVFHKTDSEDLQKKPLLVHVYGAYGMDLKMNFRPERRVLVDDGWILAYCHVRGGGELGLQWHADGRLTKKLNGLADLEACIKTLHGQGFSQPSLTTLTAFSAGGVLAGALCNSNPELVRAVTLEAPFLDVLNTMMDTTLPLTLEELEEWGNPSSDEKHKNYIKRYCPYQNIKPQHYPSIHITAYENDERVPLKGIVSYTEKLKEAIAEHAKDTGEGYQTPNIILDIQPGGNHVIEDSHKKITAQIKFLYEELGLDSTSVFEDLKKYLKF
PAFAH1B3 FP inh: inhibitors of human PAFAH1B3. inhibition, % at 3.39 µM. Q15102. actives 0.28% (n = 340,000). AID 492972. recombinant PAFAH1B3, FP-rhodamine probe, fluorescence polarization;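 active means inhibition above the screen-wide average of all tested compounds plus 3 SD, cut at about 25% in these data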;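 further: 0% = enzyme with DMSO only and 100% = wells lacking PAFAH1B3 protein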
Target sequence (Q15102 whole entry, looked up): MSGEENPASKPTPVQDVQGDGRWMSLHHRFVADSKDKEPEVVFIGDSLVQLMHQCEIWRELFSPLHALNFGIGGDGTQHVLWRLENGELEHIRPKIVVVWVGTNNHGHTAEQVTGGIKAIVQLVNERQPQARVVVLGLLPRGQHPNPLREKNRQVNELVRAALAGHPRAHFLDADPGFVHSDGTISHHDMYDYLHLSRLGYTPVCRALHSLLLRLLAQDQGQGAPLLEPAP
pPAFAH FP inh: inhibitors of human plasma PAF acetylhydrolase (pPAFAH). Q13093. recombinant pPAFAH, FP-rhodamine probe fluorescence polarization. inhibition, % at 3.39 µM. actives 1.5% (n = 330,000);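 active means inhibition above the mean inhibition across the screen plus 3 SD, cut at about 25% in these data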;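 further: inhibitors block binding of the rhodamine activity-based probe so polarization drops; 0% = enzyme with DMSO and 100% = wells lacking pPAFAH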
PAFAH1B2 inh: blocks human PAF acetylhydrolase 1b catalytic subunit 2; P68402; inhibition, % at 3.39 µM; actives 1.2% (n = 340,000); recombinant PAFAH1B2, FP-rhodamine activity probe, fluorescence polarization;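 active means inhibition above the mean of all tested compounds plus 3 SD, cut at about 24% in these data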;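 further: 0% = enzyme with DMSO and 100% = wells lacking PAFAH1B2; many of its hits are not listed in these tables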
PAFAH2 inh: inhibitors of human PAFAH2 | recombinant PAFAH2, FP-rhodamine activity probe, fluorescence polarization | inhibition, % at 3.39 µM | actives 0.99% (n = 340,000);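 active means inhibition above the mean over all tested compounds plus 3 SD, cut at about 30% in these data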;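 further: inhibitors block probe labeling of enzyme so polarization drops; 0% = enzyme with DMSO and 100% = wells lacking PAFAH2 protein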
LYPLA2 inh: counter-screen for PME1 inhibitors: inhibitors of human LYPLA2; actives 0.38% (n = 320,000); inhibition, % at 5.9 µM; recombinant LYPLA2, FP-Rh probe fluorescence polarization;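 active means inhibition above the screen-wide mean plus 3 SD, limit set per campaign, cut at about 26% in these data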;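 further: 0% = LYPLA2 with DMSO and 100% = wells lacking LYPLA2 enzyme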
GSTO1 inh: GSTO1 inhibition, counter-screen for RBBP9 inhibitors | AID 1974 | P78417 | actives 1.1% (n = 300,000) | recombinant GSTO1, activity-based probe fluorescence polarization | inhibition, % at 5.96 µM;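 active means inhibition above the campaign mean inhibition plus 3 SD, cut at about 35% in these data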;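 further: 0% = GSTO1-1 with DMSO and 100% = wells lacking GSTO1-1 enzyme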
LYPLA1 inh: counter-screen for PME1 inhibitors: inhibitors of human LYPLA1 | O75608 | recombinant LYPLA1, FP-Rh probe fluorescence polarization | inhibition, % at 5.9 µM | actives 0.16% (n = 320,000) | AID 2174;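 active means inhibition above the mean of all tested compounds plus 3 SD, set per campaign, cut at about 14% in these data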;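 further: inhibitors block serine hydrolase probe labeling of LYPLA1 so polarization falls; 0% = enzyme with DMSO and 100% = wells lacking LYPLA1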
PAD4 inh: inhibitors of human PAD4; Q9UM07; recombinant PAD4, RCA probe fluorescence polarization; inhibition, % at 6.36 µM; actives 0.41% (n = 330,000);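 active means percent inhibition above a cutoff equal to the mean of all tested compounds plus 3 SD, cut at about 15% in these data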;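 further: 0% = PAD4 with RCA probe and DMSO and 100% = probe without PAD4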
The depositor's hits bear a star; x = not tested or not shown.

cpd	mol	PREPL inh	PAFAH1B3 FP inh	pPAFAH FP inh	PAFAH1B2 inh	PAFAH2 inh	LYPLA2 inh	GSTO1 inh	LYPLA1 inh	PAD4 inh
1	CC(C)CCNC(=O)NC(=O)COc1ccccc1C#N	-9	6	3	6	8	-7	-4	-4	0
2	COc1cc(OC)cc(C(=O)N2CCC3(CC2)NCCc2[nH]cnc23)c1	-6	1	5	1	9	-4	-2	-2	-2
3	Cc1noc(C)c1C(=O)N(CC(=O)NC1CCCC1)Cc1ccccc1F	16	4	-3	5	3	6	10	-3	-10
4	CN(c1cccnc1)c1ncnc2[nH]ncc12	6	10	-5	9	0	-8	8	-5	3
5	O=C(c1ccccc1)N1CC(COc2ccccc2)OC(c2cccnc2)O1 (stereo unspecified)	28	4	-4	6	1	4	5	-2	-8
6	CCOC(=O)/C(C#N)=C\c1ccc(N2CCN(C)CC2)cc1	1	-9	6	-3	5	8	-8	2	2
7	CCC(=O)N1N=C(c2ccc(NS(C)(=O)=O)cc2)CC1c1ccc(N(C)C)cc1 (stereo unspecified)	9	-3	5	-4	-6	8	-1	3	-3
8	O=C(Nc1ccccc1)Nc1nnc(Cc2ccc(F)cc2)s1	-17	3	-10	2	-8	-5	-3	-7	-8
9	Cc1ccc(CNC(=O)C2CCN(S(=O)(=O)N3CC(C)CC(C)C3)CC2)cc1 (stereo unspecified)	-3	-1	2	7	-5	3	9	0	-2
10	O=C(Nc1ccccc1)C1=C[C@H](c2csc3ccccc23)C[C@H](OCc2ccc(CO)cc2)O1	14	-9	-9	-10	-13	-33	-3	-21	5
11	COc1ccc(OC)c(C(=O)NC(CC(N)=O)c2ccc(NCc3ccccn3)c([N+](=O)[O-])c2)c1 (stereo unspecified)	0	11	6	1	-3	0	1	1	1
12	O=C(NCCc1ccccc1)C1CCN(C(=O)c2ccc([N+](=O)[O-])cc2)CC1	-2	0	3	1	-5	11	-1	-3	0

3 compounds out of the list, arranged by length of the SMILES, falling:
cpd	mol	PREPL inh	PAFAH1B3 FP inh	pPAFAH FP inh	PAFAH1B2 inh	PAFAH2 inh	LYPLA2 inh	GSTO1 inh	LYPLA1 inh	PAD4 inh
2	COc1cc(OC)cc(C(=O)N2CCC3(CC2)NCCc2[nH]cnc23)c1	-6	1	5	1	9	-4	-2	-2	-2
6	CCOC(=O)/C(C#N)=C\c1ccc(N2CCN(C)CC2)cc1	1	-9	6	-3	5	8	-8	2	2
8	O=C(Nc1ccccc1)Nc1nnc(Cc2ccc(F)cc2)s1	-17	3	-10	2	-8	-5	-3	-7	-8

More results:
cpd	mol	PREPL inh	PAFAH1B3 FP inh	pPAFAH FP inh	PAFAH1B2 inh	PAFAH2 inh	LYPLA2 inh	GSTO1 inh	LYPLA1 inh	PAD4 inh
13	CC(C)C(=O)Nc1nnc(SCC(=O)NCc2cccs2)s1	0	10	-1	2	-6	8	-1	7	-1
14	CC(=O)N1CCN(S(=O)(=O)c2cccc(C(=O)NC3CCCC3)c2)CC1	19	-2	0	2	-2	8	x	4	0
15	CN(C)c1ccc(C(=S)N2CCCCCC2)cc1	3	9	8	-1	2	2	-4	1	-3
16	CCCN1C(=S)SC(C)(C)C1/[N+]([O-])=C/c1cccnc1 (stereo unspecified)	-4	0	7	6	-2	1	0	-2	0
17	O=C(C/C=N/OCc1ccccc1F)c1cnc(-c2ccc(Cl)cc2)s1	-12	3	7	1	6	-6	-14	-2	-1
18	CC12CCC(C(=O)Nc3cc(Cl)ccc3Cl)(C(Br)C1=O)C2(C)C (stereo unspecified)	-11	1	-2	4	-5	-2	2	2	4
19	CC(C)(C)c1ccc(C(=O)NC(=S)Nc2nc3c(s2)CCCC3)cc1	9	4	-1	-12	-20	7	0	-2	1
20	Fc1ccc2cc(-c3ccccc3)ncc2c1	-47	-5	0	-1	-1	x	x	x	2
21	O=C(NCCc1ccccn1)c1cncc(Br)c1	11	-9	1	-1	-6	7	6	-1	-2
22	CCOc1ccc2nc3sc(C(=O)N4CCOCC4)c(N)c3cc2c1	5	1	3	6	2	2	-3	0	-2
23	CCOC(=O)CCc1c(C)nc(SCCN2CCCC2)c(C#N)c1C	4	4	3	-1	-10	5	2	2	0
24	COc1ccc(NC(=O)Nc2ccc3c(c2)CC(=O)N([C@H](C)CO)C[C@@H](C)[C@H](CN(C)C(=O)Nc2ccccc2)O3)cc1	15	5	-3	8	5	x	x	x	-3

2 compounds picked at random from those above, as already listed:
cpd	mol	PREPL inh	PAFAH1B3 FP inh	pPAFAH FP inh	PAFAH1B2 inh	PAFAH2 inh	LYPLA2 inh	GSTO1 inh	LYPLA1 inh	PAD4 inh
19	CC(C)(C)c1ccc(C(=O)NC(=S)Nc2nc3c(s2)CCCC3)cc1	9	4	-1	-12	-20	7	0	-2	1
23	CCOC(=O)CCc1c(C)nc(SCCN2CCCC2)c(C#N)c1C	4	4	3	-1	-10	5	2	2	0

(further entries)
cpd	mol	PREPL inh	PAFAH1B3 FP inh	pPAFAH FP inh	PAFAH1B2 inh	PAFAH2 inh	LYPLA2 inh	GSTO1 inh	LYPLA1 inh	PAD4 inh
25	Cc1cc(OC(C)C(=O)NCc2ccccn2)c2c(C)cc(=O)oc2c1 (stereo unspecified)	0	3	2	-2	6	4	3	1	3
26	Cc1ccccc1NC(=S)NC(NC(=O)N(C)C)C(Cl)(Cl)Cl (stereo unspecified)	4	1	7	-7	-8	3	-7	0	-4
27	COc1ccccc1C(=O)NC(=S)/C=C1/N(C)c2ccccc2C1(C)C	4	0	0	-5	1	-4	-2	-8	-18
28	O=C(OCC(=O)c1cccs1)c1ccc(NC(=O)c2ccco2)cc1	1	4	3	-5	21	3	-8	-8	0
29	Cc1ccc(S(=O)(=O)N(C)C)cc1NC(=O)COC(=O)COc1ccc2c(c1)CCC2	11	4	17	-3	3	1	0	0	-2
30	CCSc1nc2ccccc2n1CCOc1ccccc1	10	-9	11	4	6	0	4	3	-3
31	COC(=O)C1=C(C)N=C2SC(C#N)=C(N)N2C1c1ccc(OC)cc1 (stereo unspecified)	4	5	1	-1	4	-11	4	-5	1
32	COc1ccc(S(=O)(=O)N2CCOC2CNC(=O)C(=O)NCCc2c[nH]c3ccccc23)cc1C (stereo unspecified)	3	2	-1	2	2	4	-3	2	6
33	COc1ccc2c(C)c(C(=O)N3CC[C@@H](N4CCC(O)CC4)[C@H](O)C3)oc2c1	2	-2	2	0	9	4	-6	-2	0
34	O=C(Nc1ccon1)c1cc2c(s1)CCCCCC2	-2	-4	-2	16	-15	-3	-6	-4	-6
35	CCN1C(=O)C(O)(CC(=O)c2cc(C)ccc2C)c2ccccc21 (stereo unspecified)	-2	7	2	-1	6	4	2	2	3
36	Cc1ccc(C2C3=C(CC(C)(C)CC3=O)Nc3onc(C)c32)cc1 (stereo unspecified)	10	-1	-5	-1	0	8	-5	1	-8

Copied from the list:
Value for cpd 5 under pPAFAH FP inh: -4
Value for cpd 1 under LYPLA2 inh: -7
Value for cpd 8 under LYPLA1 inh: -7
Value for cpd 7 under GSTO1 inh: -1
Value for cpd 20 under PREPL inh: -47
Value for cpd 28 under LYPLA1 inh: -8
Value for cpd 12 under PAD4 inh: 0

A different layout for part of the listing above:
[23] CCOC(=O)CCc1c(C)nc(SCCN2CCCC2)c(C#N)c1C
  PREPL inh = 4	PAFAH1B3 FP inh = 4	pPAFAH FP inh = 3	PAFAH1B2 inh = -1	PAFAH2 inh = -10	LYPLA2 inh = 5	GSTO1 inh = 2	LYPLA1 inh = 2	PAD4 inh = 0

[24] COc1ccc(NC(=O)Nc2ccc3c(c2)CC(=O)N([C@H](C)CO)C[C@@H](C)[C@H](CN(C)C(=O)Nc2ccccc2)O3)cc1
  PREPL inh = 15	PAFAH1B3 FP inh = 5	pPAFAH FP inh = -3	PAFAH1B2 inh = 8	PAFAH2 inh = 5	LYPLA2 inh = x	GSTO1 inh = x	LYPLA1 inh = x	PAD4 inh = -3

[25] Cc1cc(OC(C)C(=O)NCc2ccccn2)c2c(C)cc(=O)oc2c1 (stereo unspecified)
  PREPL inh = 0	PAFAH1B3 FP inh = 3	pPAFAH FP inh = 2	PAFAH1B2 inh = -2	PAFAH2 inh = 6	LYPLA2 inh = 4	GSTO1 inh = 3	LYPLA1 inh = 1	PAD4 inh = 3

[26] Cc1ccccc1NC(=S)NC(NC(=O)N(C)C)C(Cl)(Cl)Cl (stereo unspecified)
  PREPL inh = 4	PAFAH1B3 FP inh = 1	pPAFAH FP inh = 7	PAFAH1B2 inh = -7	PAFAH2 inh = -8	LYPLA2 inh = 3	GSTO1 inh = -7	LYPLA1 inh = 0	PAD4 inh = -4

Further structures follow.
cpd	mol	PREPL inh	PAFAH1B3 FP inh	pPAFAH FP inh	PAFAH1B2 inh	PAFAH2 inh	LYPLA2 inh	GSTO1 inh	LYPLA1 inh	PAD4 inh
37	Cc1ccc(C)c(SCC(=O)NC(=O)NC2CCCC2)c1	-2	1	5	-1	-1	5	x	2	1
38	S=C(Nc1cccc(Br)c1)N1CCn2cccc2C1c1cccnc1 (stereo unspecified)	-3	7	-8	1	14	-13	4	-4	-3
39	CN1CCN(CCOc2ccc(Cl)c(Cl)c2)CC1	12	6	2	-7	-10	-6	5	-3	-4
40	O=C(CSc1nnc(Cc2cccs2)n1Cc1ccco1)Nc1cccc(Cl)c1	-16	-1	6	4	-3	0	-1	-1	-2
41	O=C(N/N=C/c1cc(Br)c(O)c(Br)c1O)c1ccc2c(c1)OCCO2	1	14	24	10	20	7	16	-1	-6
42	CCCn1nnnc1NCc1ccccc1Cl	-5	8	5	3	1	6	-1	-2	1
43	COc1ccc(S(=O)(=O)NCC2CCCO2)cc1Cl (stereo unspecified)	13	19	-2	6	-6	-8	1	0	1
44	Cc1cc(=O)[nH]c(N2CCN(c3ccc(Cl)cc3)CC2)n1	19	3	3	13	3	6	0	1	2
45	COc1ccc(N2CCN(C3CCCCC3NS(=O)(=O)c3ccccc3)CC2)cc1 (stereo unspecified)	9	7	6	-1	10	6	2	-1	0
46	CC(=O)c1ccc(Nc2ccc(-c3ccccc3F)nn2)cc1	8	3	0	3	-2	-10	2	-3	-6
47	CC1CCCN(C(=O)c2cc3ccccc3cc2O)C1 (stereo unspecified)	7	3	2	-2	5	6	0	4	0
48	Cc1ccccc1NC(=S)NCc1ccccc1	2	4	2	-9	5	-1	0	-3	0
49	CCOCCn1c2ccccc2c2nc3ccccc3nc21	9	8	-1	6	4	5	-4	1	0
50	CC(=O)NC(C)C(=O)OCc1ccc(Cl)cc1Cl (stereo unspecified)	5	7	3	4	6	-2	8	-2	1
51	COc1ccc(OC)c(S(=O)(=O)Nc2ccc3c(c2)C(=O)OC3)c1	8	4	-12	3	-2	1	8	-1	0
52	COc1cccc(CNS(=O)(=O)c2cc(-c3cc(C)no3)ccc2C(C)C)c1	2	3	8	4	6	3	-6	0	4
53	COc1ccccc1NS(=O)(=O)c1ccc(C(=O)NCC(c2cccs2)N2CCOCC2)cc1 (stereo unspecified)	14	1	0	2	-8	x	x	x	0
54	CCOc1ccc(CCNC(=O)COC(=O)COc2cc(C)cc(C)c2)cc1OCC	3	-1	15	8	3	-1	-3	-1	-1
55	Cc1cc(S(=O)(=O)N2CCN(C(=O)c3ccco3)CC2)ccc1F	-8	6	7	1	4	-6	3	-2	-4
56	CCOC(=O)C1=C(c2ccccc2)NC(=O)NC1c1ccc(N(C)C)cc1 (stereo unspecified)	1	-3	1	1	-1	0	3	0	-3

Bioassay records: PubChem BioAssay, The Scripps Research Institute Molecular Screening Center

The list is partial; count on the stated rates, not on these rows.
